DRD3 agonist = activates the human D3 dopamine receptor; P35462; D3R DiscoveRx beta-arrestin cells, luminescence, 90 min; max activation, %; 410,000 compounds, 0.58% hits; AID 652048; in the data active = max activation above about 30%; note: 0% is about no effect; mostly tested at two doses, the higher about 12 µM
Target sequence (P35462 whole entry, looked up): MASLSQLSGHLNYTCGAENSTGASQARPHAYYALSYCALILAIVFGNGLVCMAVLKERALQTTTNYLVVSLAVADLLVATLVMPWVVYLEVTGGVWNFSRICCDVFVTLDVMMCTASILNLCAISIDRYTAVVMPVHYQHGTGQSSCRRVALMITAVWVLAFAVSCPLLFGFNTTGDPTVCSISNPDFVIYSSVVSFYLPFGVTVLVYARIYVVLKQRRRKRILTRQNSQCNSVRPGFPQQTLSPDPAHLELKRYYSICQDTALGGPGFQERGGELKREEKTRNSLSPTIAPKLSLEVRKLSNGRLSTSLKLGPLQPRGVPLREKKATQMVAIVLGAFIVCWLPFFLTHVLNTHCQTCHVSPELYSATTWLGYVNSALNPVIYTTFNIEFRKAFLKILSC
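Agonist-mode cell screen: cells plated at 1500/well and incubated overnight at 37 °C, then exposed to library compounds for 90 min at 37 °C. Detection reagent was added for 30–60 min at room temperature, and luminescence was read.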
GLP1R ag = activates the human GLP-1 receptor; P43220; Potency, µM (highest dose often 45.6 µM), inactives show top-dose activation, actives largely listed as activators; HEK293 GLP-1R CRE-luciferase, luminescence, 4-6 h; cells express a hypersensitive GLP-1R form; 380,000 compounds, 0.007% hits; note: potency is the fitted concentration of half-maximal effect; % of control where 0% means no effect
GLP1R inv ag = acts as inverse agonist at human GLP-1 receptor; P43220; HEK293 GLP-1R CRE-luciferase, luminescence, 24 h; GLP-1R form is constitutively active; Potency, µM (titrated, usually from 38.3 µM), for the others: at the highest dose activity change, negative = inhibition, hits mostly inhibitors; 410,000 compounds, 1.6% hits; AID 624417; note: potency is the fitted concentration of half-maximal effect; % is set by controls: 0 for no effect and ±100 for the full control effect; nearly all actives have a fitted effect of over 55% in size
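HEK293 cells stably co-expressing a cAMP-responsive luciferase reporter and constitutively active GLP-1R were seeded, incubated 12 h, then exposed to compounds for 24 h at 37 C. Luminescence was read 12 min after detection reagent; inverse agonists lower signal.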
TDP43 rescue = rescues yeast growth from TDP-43 toxicity; TDP-43 expressing yeast growth rescue, BacTiter-Glo, 24 h; Potency, µM (highest dose often 46.1 µM), for inactives: at the top dose growth rescue (activation), most hits filed as activators; 410,000 compounds, 1.8% hits; note: potency is the fitted concentration of half-maximal effect; % of control where 0% means no effect; nearly all actives have a fitted effect of over 50% in size
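Luminescence from BacTiter-Glo reports growth of TDP-43-expressing yeast after 24 hr at 30 deg C with compound. Cells were raffinose-pregrown to mid-log, then seeded in galactose medium at OD600=0.02.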
PTHR1 agonist = activates the human parathyroid hormone receptor PTHR1; Potency, µM (highest dose often 115 µM), without a hit: at the highest dose activation, hits mostly activators; HEK293 GP2 PTHR1 cells, GloSensor cAMP luminescence, 1 h; Q03431; 410,000 compounds, 0.075% hits; note: potency is the fitted concentration of half-maximal effect; nearly all actives have a fitted effect of over 55% in size; some results filed as inactive show a strong effect at the top dose; inactives centre near -15; many of its hits are not listed in these tables
Target sequence (Q03431 whole entry, looked up): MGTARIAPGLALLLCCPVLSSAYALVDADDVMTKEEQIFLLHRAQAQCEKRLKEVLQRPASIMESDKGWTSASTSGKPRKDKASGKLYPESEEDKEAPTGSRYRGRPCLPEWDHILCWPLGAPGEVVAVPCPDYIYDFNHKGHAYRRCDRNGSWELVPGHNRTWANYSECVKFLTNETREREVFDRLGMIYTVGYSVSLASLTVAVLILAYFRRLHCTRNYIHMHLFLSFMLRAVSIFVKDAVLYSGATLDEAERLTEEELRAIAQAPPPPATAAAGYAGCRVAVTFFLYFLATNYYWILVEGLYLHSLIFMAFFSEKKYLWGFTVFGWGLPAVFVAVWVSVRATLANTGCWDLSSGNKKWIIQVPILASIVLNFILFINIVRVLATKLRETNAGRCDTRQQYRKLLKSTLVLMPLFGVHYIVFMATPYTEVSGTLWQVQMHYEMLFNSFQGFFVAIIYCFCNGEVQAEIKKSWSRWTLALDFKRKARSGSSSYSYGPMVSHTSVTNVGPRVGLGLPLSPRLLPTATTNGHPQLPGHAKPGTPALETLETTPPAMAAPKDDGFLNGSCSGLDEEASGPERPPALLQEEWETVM
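HEK-293-derived GP2 cells expressing PTHR1 and a GloSensor cAMP reporter, 3,000/well, plated overnight, given luciferin plus IBMX (each 0.5 mM as added) for 1 h at 37 °C, then compound for 1 h at 37 °C. Luminescence was read after 15 min at room temperature.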
aSyn rescue = alpha-synuclein toxicity inhibition in yeast. Potency, µM (titrated, usually from 46.1 µM), for inactives: at the top dose growth rescue (activation), most hits filed as activators. 370,000 compounds, 0.14% hits. Yeast expressing alpha-synuclein, growth rescue, BacTiter-Glo, 24 h; note: potency is the fitted concentration of half-maximal effect; % of control where 0% means no effect; nearly all actives have a fitted effect of over 65% in size
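Rescue of yeast growth: cells expressing toxic alpha-synuclein, induced in galactose at OD600 0.02, incubated with compound 24 h at 30 C. ATP luminescence quantified growth; inhibitors of toxicity appear as activators.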
DRD3 antagonist = blocks the human D3 dopamine receptor; P35462; D3R cells, DiscoveRx beta-arrestin luminescence, antagonist mode; stronger effect = lower value; max response, negative = inhibition, %; 360,000 compounds, 2.5% hits; in the data active = max response below about -50%; inconclusive = no clear call, values can overlap the other calls; note: % is set by controls: 0 for no effect and ±100 for the full control effect; mostly tested at two doses, the higher about 12 µM
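Cells plated overnight at 1500 cells/well, then exposed to library compounds with dopamine controls for 90 minutes at 37 degrees C. DiscoveRx reagent added for 30–60 minutes at room temperature; luminescence read, quantitative HTS format.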
GLP1R cytotox = cytotoxicity counter-screen for GLP-1 receptor inverse agonists. HEK293 cAMP-luciferase reporter cells, luminescence, 24 h. Potency, µM (titrated, usually from 38.3 µM), inactives show at the top dose activity change, negative = inhibition, actives largely listed as inhibitors. 410,000 compounds, 0.13% hits;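 note: loss of luciferase light is scored as toxicity; potency is the fitted concentration of half-maximal effect; % is set by controls: 0 for no effect and ±100 for the full control effect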
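Cells in DMEM/10% Nu serum/1% pen-strep, 1536-well format. Pre-incubated 12 h, dosed with 23 nL compound, incubated a further 24 h. Luciferase detection, 12 min at room temp, luminescence.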
KB-V1 MDR tox = kills drug-selected multidrug resistant KB-V1 cells; 400,000 compounds, 3.4% hits; KB-V1 MDR cells viability, CellTiter-Glo, 72 h; Potency, µM (series often up to 46.1 µM), without a hit: at the highest dose activity change, negative = cytotoxicity, actives largely listed as cytotoxic; note: potency is the fitted concentration of half-maximal effect; % is set by controls: 0 for no effect and ±100 for the full control effect; nearly all actives have a fitted effect of over 60% in size
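In this primary screen, KB-V1 cells overexpressing P-gp are incubated with library compounds (lowest to highest concentration) for 72 h at 37 degrees C before a luminescent ATP viability read.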
Active calls of the source: *; i = inactive; ? = inconclusive; / = not tested or not shown; [ ] = another dose, or the depositor's remark. Unless noted, calls come from the whole dose curve; as a rule, active = well fitted curve in the direction sought with a large enough effect; inconclusive = small, poorly fitted or top-dose-only effect, or another doubt; inactive = no such curve, though single readings can be large; an effect the other way counts as inactive or inconclusive.

SMILES	DRD3 agonist	GLP1R cytotox	PTHR1 agonist	GLP1R inv ag	TDP43 rescue	GLP1R ag	DRD3 antagonist	KB-V1 MDR tox	aSyn rescue
FC(F)(F)c1ccc(Sc2nnc(-c3cccs3)n2CC2CCCO2)nc1 (stereo unspecified)	0	-1%	-5%	2%	19%	0%	22	-20%	8%
CC12CCC(C/C1=N/O)C2(C)CBr (stereo unspecified)	0	-6%	i	-12%	0%	4%	19	15%	7%
CCn1c(C)nc2cc(C(=O)N/N=C/c3ccc(O)cc3)ccc21	-3	1%	-20%	18%	9%	-1%	-14	0%	-9%
CCn1c(SCC(=O)Nc2cc(C)on2)nnc1-c1ccco1	8	-7%	i	16%	8%	-3%	21	4%	-2%
COCCCNC(=O)[C@H](CSCc1ccccc1)N1Cc2ccccc2C1=O	7	2%	i	-16%	-3%	17%	-15	0%	-2%
Cc1cc(C)n(-c2nc3ccccc3nc2Nc2ccc3c(c2)OCO3)n1	0	3%	i	36%[activator]	9%	10%	69	5%	2%
COC(=O)C1=C(c2ccccc2)c2ccccc2S(=O)(=O)N1CC(=O)Nc1ccc(OC)cc1OC	4	-14%	-18%	?	25%	0%	/	0%	/
CC1CCCC(NC(=O)CSc2ncccc2C(=O)O)C1C (stereo unspecified)	-1	4%	18%[57.5 µM]	?	-4%	-16%	-13	17%	0%
O=c1nc(N2CCCC2)nc(Nc2ccccc2)[nH]1	1	11%	-43%[inhibitor]	9%	22%	-1%	18	0%	1%
CC1CCCN(Cc2c(O)ccc3c4c(c(=O)oc23)CCCC4)C1 (stereo unspecified)	-16	148%[activator]	-17%	-4%	1%	2%	-26	?	4%
C=CCN(Cc1ccc(OC)c(OC)c1)C(=O)c1cc2cc(F)ccc2[nH]1	-6	1%	i	?	16%	25%	-7	-16%	12%
O=C(Cc1ccccc1)Nc1ccc(-c2nnc(-c3ccco3)o2)cc1	4	9%	i	13%	-6%	0%	-7	3%	-6%
COc1cc(/C=C/C(=O)OCC(=O)Nc2cc(S(=O)(=O)N3CCOCC3)ccc2Cl)cc(OC)c1OC	-8	-6%	i	-6%	9%	11%	16	-6%	5%
Cc1cc(NC(=O)COC(=O)CSc2nc3cc(Cl)ccc3n2Cc2ccccc2)no1	-4	10%	-5%[57.5 µM]	0%	5%	1%	-12	23%	-11%
Cn1c(Nn2cnnc2)nc2ccccc21	0	0%	-6%[57.5 µM]	12%	-4%	6%	-26	-2%	-6%
CC(=O)Nc1ccc(NC(=O)Cn2c(-c3ccc(F)cc3)cnc2SCC(=O)Nc2c(C)cccc2C)cc1	4	3%	-38%[inhibitor][57.5 µM]	-3%	-2%	-11%	-29	4%	1%
COc1ccc(N=CC2=C(O)c3ccccc3C2=O)c(OC)c1	-4	-25%	i	?	3%	-20%	-58*	-20%	-14%
CN(C(=O)C1CCCO1)c1nnc(-c2ccncc2)s1 (stereo unspecified)	10	-12%	-4%[57.5 µM]	8%	1%	0%	25	18%	-8%
c1ccc(Cn2c3ccccc3c3nnc(SCCN4CCCCC4)nc32)cc1	-21	4%	i	11%	-16%	13%	-30	?	-9%
CC1=C(C(=O)c2ccccc2)C(c2ccc(OC(F)F)cc2)NC(=S)N1 (stereo unspecified)	6	?	-6%	?	-11%	8%	-5	?	-2%
COc1cccc(CNc2nc3cc(-c4ccccc4)sc3c(=O)n2C)c1	10	4%	-12%	-3%	0%	10%	13	2.3µM*	1%
COc1ccc(S(=O)(=O)N(C)C[C@H]2Oc3ccc(NC(=O)NC4CCCCC4)cc3C(=O)N([C@H](C)CO)C[C@@H]2C)cc1	-1	-13%	-45%[inhibitor]	1%	17%	-2%	3	0%	2%
COc1ccccc1CNC(=O)CCCn1c(=O)c2ccccc2n(CC(=O)Nc2ccc(C)cc2Cl)c1=O	-4	6%	-15%	-9%	10%	-2%	/	6%	/
Oc1cccc(/C=N/c2c(-c3ccco3)nc3ccccn23)c1	2	6%	-28%	5%	-20%	-2%	10	?	-27%
CCOc1ccc(N2C(=O)/C(=C/c3cccs3)N(C)C2=S)cc1	4	-10%	-9%	17%	10%	0%	10	-2%	-5%
NC(=O)NC(=O)C(c1ccccc1)N1CCN(S(=O)(=O)c2ccc(Br)s2)CC1 (stereo unspecified)	-3	-19%	-10%	?	-6%	8%	4	-23%	18%
CCCC(=O)C1CCN(Cc2ccccc2)CC1	-4	2%	27%[57.5 µM]	-6%	?	2%	-29	-20%	-1%
CCOc1ccc(Nc2c(S(=O)(=O)c3ccc(Cl)cc3)cnc3ccc(OCC)cc23)cc1	5	-5%	-4%	?	29%	/	/	?	/
CCOc1ccc(N2CC(NC(=O)c3cccc4ccccc34)CC2=O)cc1 (stereo unspecified)	1	-7%	-10%	4%	-11%	9%	6	5%	2%
O=C(CC(CC(=O)c1ccccc1)c1ccccc1)c1ccccc1	-2	-22%	-3%	?	10%	19%	5	2%	0%
Cc1cccc([C@H]2[C@@H]3C=CCC[C@@H]3C(=O)N2Cc2ccccc2)c1	2	2%	i	?	8%	5%	0	0%	-9%
COc1cccc(-n2c(SCc3c(C)noc3C)nnc2-c2cccc(S(=O)(=O)N(C)C)c2)c1	2	-7%	i	26%	2%	-1%	25	-2%	3%
O=C(Nc1ccn(CCCNCc2ccc3[nH]ccc3c2)c(=O)n1)OCc1ccccc1	-24	-1%	-1%	3%	0%	-2%	-3	0%	-2%
COC(=O)c1ccc(N2CCN(CC(=O)c3ccc(C)cc3)CC2)c([N+](=O)[O-])c1	1	8%	i	15%	-1%	-4%	-16	?	3%
O=C(CCOc1ccccc1)Nc1ccnn1C1CCN(CCc2ccccc2)CC1	-18	-14%	?	?	-9%	-6%	-52*	-5%	-6%
CCCCN1C(=N)N([C@@H](CCC)CN2CCC[C@H]2CN2C(N)=NC[C@H]2CC(C)C)C[C@H]1Cc1ccccc1	-50	-4%	i	0%	-1%	14%	11	-4%	1%
Cc1cc(N2CCCCC2)nc(SCC(=O)c2ccccc2)n1	-7	-7%	-14%	0%	0%	8%	?	-17%	0%
CC(C)CCC(CCNCc1ccccn1)c1ccc(Cl)cc1 (stereo unspecified)	-20	?	i	?	-10%	11%	-4	10µM*	-8%
Cc1ccc(CSCc2ccc(C(=O)NCCCN3CCOCC3)o2)cc1	-6	-5%	i	5%	-3%	13%	-1	-22%	-1%
CCOc1ccc(S(=O)(=O)N(CC(=O)Nc2cccnc2)c2ccccc2)cc1	-4	-3%	-22%	-23%	1%	7%	/	?	/
O=C(NCc1cccs1)C1CC(=O)N(Cc2ccccc2)C1 (stereo unspecified)	0	-1%	-12%	31%[activator]	-30%	6%	-15	-3%	-3%
CCOC(=O)c1cccc(NC(=O)CN2CCN(c3ccc(OC)cc3)CC2)c1	1	-17%	-28%	?	0%	0%	15	21µM*	-6%
Cc1ccccc1NC(=S)NC(NC(=O)c1ccco1)C(Cl)(Cl)Cl (stereo unspecified)	-6	7%[1.53 µM]	-19%	?	28%	-13%	-3	-28%	-4%
CC(C)c1nc2ccc(C(=O)Nc3ccccc3F)cc2o1	-12	-4%	-8%	2%	15%	/	/	1%	/
O=C(CC1C(=O)NCCN1Cc1c(F)cccc1Cl)NCc1ccccc1 (stereo unspecified)	-15	4%	i	6%	-19%	8%	-4	-1%	-1%
CC(=O)c1ccc(NC(=O)c2cc(-c3ccc(C)s3)nc3ccccc23)cc1	2	-7%	i	5%	?	/	/	5%	/
Cc1nc2c3ccccc3nc(SCC(=O)c3ccc(Cl)cc3)n2n1	17	-2%	-18%	22%	14%	-2%	62	10µM*	-7%
C[C@@H]1CN([C@@H](C)CO)C(=O)CCCn2nncc2CO[C@H]1CN(C)C(=O)Nc1ccccc1C(F)(F)F	-8	-3%	-12%	-10%	-9%	-4%	-10	-7%	-2%
CCOc1cc(OCC)cc(C(=O)N2CCC[C@@H]2C(=O)N2CCC[C@@H]2C(=O)NCc2ccccc2Cl)c1	8	-6%	-16%	7%	18%	0%	36	24%	-12%
CCCNC(=O)C1(C)CCCN(C(=O)c2cc(C(C)(C)C)nn2C)C1 (stereo unspecified)	-13	4%	-21%	13%	14%	2%	-28	4%	-5%
CC(C)C(NC(=O)/C=C/c1cccc([N+](=O)[O-])c1)C(C)C	2	1%	-19%	-29%	17%	13%	0	2%	2%
CN(C)C(=O)c1cccc(-c2cnc3cccnn23)c1	-2	1%	-29%	13%	16%	-5%	3	2%	1%
COc1ccc(/C=N/NC(=O)Cn2nc(C)c([N+](=O)[O-])c2C)cc1	-5	15%	i	4%	11%	-1%	23	-3%	5%
CC(C)(C)OC(=O)NNc1c2ccccc2nc2ccccc12	0	122%[activator]	-41%[inhibitor]	-25%	10%	5%	5	9.2µM*	-21%
CN(c1ccc(F)cc1)S(=O)(=O)c1ccc(Cl)c(C(=O)NCc2ccco2)c1	0	-8%	-22%	?	7%	1%	19	-6%	8%
CC(C(=O)OCC(=O)c1ccccc1)N1C(=O)c2ccccc2C1=O (stereo unspecified)	-3	-1%	-14%	13%	7%	1%	10	28%	11%
CCN1CCN(c2oc(COc3ccc(Cl)cc3)nc2C#N)CC1	-10	0%	i	?	14%	16%	-7	10%	0%

The list is partial; the hit share may differ from the screen's.
